DENV2 CPE rescue – protects cells from dengue virus 2 cytopathic effect; DENV2-infected cells, cytopathic effect rescue, plate reader; CPE inhibition, % at 9.99 µM; hit rate 1.7% among 350,000; in the data active means CPE inhibition above about 20%, passing the limit was not always enough; inconclusive means no clear call, values can overlap the other calls; tested in BHK-21 cells;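 further: 0% = median of neutral control wells and 100% = median of positive control wells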
PAX8 reporter – lowers PAX8-driven luciferase in RMG-I cells; RMG-I TPO-luciferase reporter, SteadyGlo, 24 h; inhibition, % at 12.6 µM; hit rate 1.2% among 360,000; AID 652154;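 active means mean replicate inhibition at least 60% with every replicate also reaching 60%; inconclusive means only one of the two criteria is met; inactive means mean below 60% and not all replicates reaching 60%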;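 further: luciferase light reporting Pax8 driven TPO promoter activity; plate controls were median of neutral control wells for no effect and mitoxantrone controls for full effect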
ARNT-TACC3 inh – disrupts binding between human ARNT and TACC3; AlphaScreen His-ARNT PAS-B/GST-TACC3 binding, luminescence; TACC3 fragment carries E629A point mutation; AID 623870; hit rate 0.66% among 390,000; inhibition, % at 9.99 µM; Q9Y6A5;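 active means mean inhibition of replicates at least 50% and at least half of replicates each reaching 50%; inconclusive means half or more replicates reach 50% but mean below 50%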;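 further: 0% = complete ARNT plus TACC3 wells and 100% = ARNT alone without TACC3; many hits fall short of the cut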
EWS-Fli block – blocks EWS/Fli oncoprotein-driven transcription | A673 NR0B1-luciferase reporter, viability-normalised | inhibition, % at 12.6 µM | hit rate 0.67% among 350,000 | AID 651661;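 active means mean inhibition of at least 50% after viability correction, with every replicate also passing that limit; inconclusive means mean reaches 50% but only one of two replicates passes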;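 further: firefly luciferase signal divided by Alamar Blue viability fluorescence both relative to DMSO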
SIRT5 inh – inhibitors of human sirtuin-5 desuccinylase. Q9NXA8. Purified SirT5, succinyl-peptide AMC, trypsin-coupled fluorescence. inhibition, % at 15 µM. hit rate 1.1% among 330,000; in the data active means inhibition above about 15%; inconclusive means no clear call, values can overlap the other calls
Target sequence (Q9NXA8 whole entry, looked up): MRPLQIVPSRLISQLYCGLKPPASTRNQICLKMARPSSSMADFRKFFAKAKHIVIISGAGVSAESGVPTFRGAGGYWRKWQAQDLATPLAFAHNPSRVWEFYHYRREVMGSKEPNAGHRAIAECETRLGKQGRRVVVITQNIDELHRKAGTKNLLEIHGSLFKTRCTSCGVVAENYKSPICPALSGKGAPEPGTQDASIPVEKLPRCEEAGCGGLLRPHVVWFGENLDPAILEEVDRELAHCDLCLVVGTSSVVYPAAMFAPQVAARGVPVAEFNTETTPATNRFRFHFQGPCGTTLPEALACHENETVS
Casp6 inh – inhibitors of human caspase-6. P55212. hit rate 0.53% among 350,000. purified caspase-6, Z-VEID-R110 cleavage fluorescence. inhibition, % at 12.5 µM;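 active means mean inhibition across replicates at least about 35%, with every replicate also reaching that limit, limit read from the data; inconclusive means only one of the two criteria met; inactive means neither criterion met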;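 further: 0% = median of neutral control wells and 100% = no fluorescence left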
Target sequence (P55212 24-179 limits assumed): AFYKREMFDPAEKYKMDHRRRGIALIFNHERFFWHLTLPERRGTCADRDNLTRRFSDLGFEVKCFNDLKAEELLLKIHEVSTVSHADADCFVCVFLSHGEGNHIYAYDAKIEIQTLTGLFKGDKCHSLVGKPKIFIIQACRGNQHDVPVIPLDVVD
Target sequence (P55212 194-293 limits assumed): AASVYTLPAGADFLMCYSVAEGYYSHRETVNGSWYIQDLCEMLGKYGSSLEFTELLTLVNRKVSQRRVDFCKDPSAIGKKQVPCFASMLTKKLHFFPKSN
LGR2 inh – inhibitors of bursicon-induced Drosophila LGR2 receptor cAMP signaling. HEK293 LGR2, CRE-luciferase, bursicon-stimulated, 4 h. hit rate 0.35% among 380,000. inhibition, % at 9.99 µM;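 active means drop in luminescence signal, shown as inhibition above about 50% in the replicate tests, limit read from the data, passing the limit was not always enough; inconclusive means probably only some replicates passing the limit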;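 further: agonist challenge used bursicon conditioned medium at about half maximal strength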
Starred values were filed as active, the others as inactive; u = inconclusive; x = not tested or not shown; & = joins results of further samples.

entry | Compound | DENV2 CPE rescue | PAX8 reporter | ARNT-TACC3 inh | EWS-Fli block
1 | Cc1ccc(CCNC(=O)C2CCN(S(=O)(=O)c3ccc4nc5c(c(C(=O)O)c4c3)CCCC5)CC2)cc1 | 7 | -3 | 7 | x
2 | CCCCC[C@@H](C)N1C[C@H](COCc2ccccc2)Oc2cc(N3CC[C@@H](O)C3)ccc2S1(=O)=O | 4 | 5 | x | 5
3 | COC(=O)Cc1ccc2sc(-c3ccccc3)nc2c1 | x | -121 | -11 | x
4 | CN1CC(C(=O)Nc2ccc(F)c(Cl)c2)CC1=O (stereo unspecified) | -5 | 7 | 3 | -4
5 | C[C@H](CO)N1C[C@H](C)[C@H](CN(C)S(C)(=O)=O)Oc2ncc(-c3ccc(F)cc3)cc2C1=O | -9&-4 | x | 1&4 | 2&-3
6 | Cc1ccc(-n2nc3c(=O)n(CCCC(=O)NCc4ccc(C)o4)nc(C)c3c2C)cc1 | 5 | 36 | 0 | x
7 | Cc1noc(C)c1NC(=O)N[C@H]1CC[C@@H](CCNC(=O)C2CCOCC2)O[C@@H]1CO | 3 | -18 | 9 | -7
8 | CCC(=O)N/C(=N/c1nc(C)cc(C)n1)Nc1ccccc1 | 1 | 13 | x | -7
9 | Cc1ccc2nc(SCC(=O)Nc3cccc(S(=O)(=O)N(C)C)c3)[nH]c2c1 | x | -6 | 4 | x
10 | CO[C@H]1CC[C@@H]2CCN(C)C(=O)[C@H](C)N(C)C(=O)c3cc(C#N)ccc3OC[C@H]1O2 | 11 | 3 | -3 | 5
11 | CCN(CC(=O)Nc1cccc(S(=O)(=O)N2CCOCC2)c1)Cc1ccccc1 | -2 | 7 | 3 | 4
12 | c1ccc(Cc2noc(CN3CCN(CCOc4ccccc4)CC3)n2)cc1 | -3 | 11 | 3 | -6

entry | SIRT5 inh | Casp6 inh | LGR2 inh
1 | 5 | 62* | -7
2 | -1 | 2 | -1
3 | x | x | 48
4 | -2 | -1 | -3
5 | 0&-3 | 3&6 | -11
6 | 0 | -1 | 18
7 | 8 | -1 | 6
8 | x | 3 | -19
9 | x | x | 16
10 | -4 | -1 | 4
11 | -5 | -29 | -13
12 | -2 | -1 | 14

(list continues)
entry | Compound | DENV2 CPE rescue | PAX8 reporter | ARNT-TACC3 inh | EWS-Fli block
13 | Cc1cc(Cl)ccc1OCC(=O)NNC(=O)CCOc1ccccc1 | u | 3 | -6 | -2
14 | CS(=O)(=O)Nc1ccc2c(c1)[C@H]1C[C@H](CC(=O)NCc3ccccc3)O[C@H](CO)[C@H]1O2 | -5 | 3 | x | -3
15 | CCOC(=O)c1ccc(N2CSC3=C(C#N)C(c4cccs4)CC(=O)N3C2)cc1 (stereo unspecified) | 2 | -8 | 1 | -6
16 | COC(=O)C1=C(C(=O)OC)C(c2ccc(OC)c(OC)c2)c2sc(=O)[nH]c2S1 (stereo unspecified) | 0 | -11 | 1 | -17
17 | Cc1c(Cl)c(=O)oc2cc(OCC(=O)NCc3cccs3)ccc12 | u | -3 | -3 | 10
18 | CN(Cc1ccccc1)C(=O)CN1C(=O)COc2ccc(S(=O)(=O)N3CCCC3)cc21 | -5 | 4 | -2 | x
19 | Cn1c(Cn2c(=O)sc3ccccc32)nnc1SCC(=O)Nc1ccccc1 | 6 | 1 | -23 | 2
20 | CN(C)C(=O)CCc1ccc2c3c([nH]c2c1)[C@]1(CCc2ccccc2)[C@@H](C(=O)N2CCCCC2)C[C@H](CC(=O)NCCCn2ccnc2)C(=O)N1CC3 | 3 | 1 | -8 | 7
21 | CO[C@H]1CC[C@@H]2CCOc3ccc(C#N)cc3C(=O)N(C)C[C@H](c3ccccc3)CC(=O)N(C)C[C@H]1O2 | 3 | -12 | 13 | 0
22 | COc1ccc(OC)c(C=C2CCc3ccccc3C2=O)c1 | -3 | 11 | x | 42
23 | COC(=O)c1c(C)nc2nonc2c1N | -1 | -19 | -4 | 11
24 | O=C(Nc1ccc(Cl)c(S(=O)(=O)N2CCCC2)c1)c1cc(=O)[nH]c2ccccc12 | 0 | 24 | -8 | 10

entry | SIRT5 inh | Casp6 inh | LGR2 inh
13 | 0 | 2 | 12
14 | 16* | 0 | -8
15 | 2 | 10 | -15
16 | 1 | 6 | x
17 | 4 | -1 | 14
18 | -7 | 7 | -7
19 | x | -1 | 8
20 | -4 | -18 | x
21 | 8 | 5 | -18
22 | -2 | 2 | -7
23 | -10 | 0 | -16
24 | 1 | 0 | 2

The final 5 compounds of the part above lead into the next.
entry | Compound | DENV2 CPE rescue | PAX8 reporter | ARNT-TACC3 inh | EWS-Fli block
20 | CN(C)C(=O)CCc1ccc2c3c([nH]c2c1)[C@]1(CCc2ccccc2)[C@@H](C(=O)N2CCCCC2)C[C@H](CC(=O)NCCCn2ccnc2)C(=O)N1CC3 | 3 | 1 | -8 | 7
21 | CO[C@H]1CC[C@@H]2CCOc3ccc(C#N)cc3C(=O)N(C)C[C@H](c3ccccc3)CC(=O)N(C)C[C@H]1O2 | 3 | -12 | 13 | 0
22 | COc1ccc(OC)c(C=C2CCc3ccccc3C2=O)c1 | -3 | 11 | x | 42
23 | COC(=O)c1c(C)nc2nonc2c1N | -1 | -19 | -4 | 11
24 | O=C(Nc1ccc(Cl)c(S(=O)(=O)N2CCCC2)c1)c1cc(=O)[nH]c2ccccc12 | 0 | 24 | -8 | 10
25 | Cc1nn(Cc2ccccc2Cl)c2sc(C(=O)Nc3nccs3)cc12 | x | 9 | -8 | x
26 | Cc1ccc(S(=O)(=O)N2C3CCCCC3O[C@H]2CC(=O)c2ccc(F)cc2)cc1 (stereo partly specified) | -9 | 1 | x | 7
27 | Cc1cccc(C)c1NC(=S)N(CCCN1CCN(C)CC1)Cc1cccs1 | 4 | 6 | -5 | 8
28 | CC(Sc1ccccc1)C(=O)N1CCN(S(=O)(=O)c2cccc(Br)c2)CC1 (stereo unspecified) | 9 | 7 | -2 | 19
29 | COCCN1C(=O)N[C@@H](CCc2ccccc2)[C@H](C(C)=O)[C@H]1C | -6 | 12 | -5 | -7
30 | Cc1cc(C)cc(NC(=S)N(Cc2cccc(Br)c2)CC2CCC(C(=O)O)CC2)c1 (stereo unspecified) | 4 | 3 | 0 | 3
31 | O=C(CSc1nc2ccsc2c(=O)n1Cc1ccccc1)NCC1CCCO1 (stereo unspecified) | u | 4 | -9 | 1
32 | Cc1ccc(C(=O)NCC(=O)OCC(=O)NC2CCCCCCC2)cc1 | 4 | 8 | -2 | -4
33 | COc1ccc(/C=N/n2c(-c3n[nH]c4c3CCC4)n[nH]c2=S)cc1OC | x | -15 | -18 | x
34 | COc1ccc(Cn2nnnc2C(c2ccc(N(C)C)cc2)N2CCC(C(N)=O)CC2)cc1 (stereo unspecified) | -3 | 14 | -5 | 0
35 | COc1ccc(N2C(=O)Cc3ccccc3C2=O)cc1 | 3 | -2 | 3 | 8
36 | COC(=O)C1=C(C)N(Cc2ccc(F)cc2)C(=S)NC1c1cccc(Cl)c1 (stereo unspecified) | -10 | 10 | x | -4

entry | SIRT5 inh | Casp6 inh | LGR2 inh
20 | -4 | -18 | x
21 | 8 | 5 | -18
22 | -2 | 2 | -7
23 | -10 | 0 | -16
24 | 1 | 0 | 2
25 | x | x | -21
26 | -2 | 1 | 9
27 | 0 | x | -32
28 | 1 | -4 | 1
29 | -1 | 1 | 12
30 | -2 | -4 | 13
31 | 0 | -4 | -3
32 | 1 | -5 | -7
33 | x | x | 2
34 | 2 | 3 | 14
35 | -4 | 43* | 4
36 | 2 | -3 | 9

Next results:
entry | Compound | DENV2 CPE rescue | PAX8 reporter | ARNT-TACC3 inh | EWS-Fli block
37 | CCCC(=O)N1CC2(C1)CN(Cc1ccccc1F)[C@H](CO)c1c2c2ccc(OC)cc2n1C | -3 | x | x | 5
38 | CC(=O)c1ccc(NC(=O)CSc2nc(=O)cc(N)n2-c2ccccc2)cc1 | -4 | -102 | -2 | -56
39 | Cc1ccc(S(=O)(=O)Nc2ccc3c(c2)C(=O)N([C@H](C)CO)C[C@H](C)[C@H](CN(C)Cc2ccc(C(=O)Nc4ccccc4N)cc2)O3)cc1 | 5 | 13 | 0 | 39
40 | COc1ccc2cc(CN(Cc3cccnc3)S(=O)(=O)c3ccccc3)c(=O)[nH]c2c1 | -4 | x | 2 | -2
41 | COc1ccc(C#Cc2ccc([C@H]3[C@H]4CN(C(=O)Nc5ccccc5)CCCCN4[C@H]3CO)cc2)cc1 | -2 | -20 | -3 | -3
42 | NS(=O)(=O)c1ccc(NCc2cnc3ccccc3n2)cc1 | -7 | -25 | x | -120
43 | Cc1nc2c(Br)cc(Br)cc2c(=O)n1-c1ccccc1NC1OCC(O)C(O)C1O (stereo unspecified) | -6 | 8 | 2 | 7
44 | COCCCNC(=S)NCCNc1nc2c(C)c(C)ccc2cc1C#N | 3 | 3 | -18 | -5
45 | C[C@@H]1CN([C@H](C)CO)C(=O)c2cc(C#CCN(C)C)cnc2O[C@H]1CN(C)C(=O)Cc1ccncc1 | 3 | -17 | 3 | -5
46 | Cc1nc(N2CCCCC2)c2c(C)c(C(=O)Nc3cccc(C(F)(F)F)c3)sc2n1 | 4 | 1 | -21 | 2
47 | CCN(CC)S(=O)(=O)c1ccc(N2CCCCC2)c(NC(=O)/C=C/c2cc(OC)c(OC)c(OC)c2)c1 | 2 | 12 | -1 | 4
48 | COc1ccc(-c2cc(C(=O)N3CCCCCC3)c3ccccc3n2)c(OC)c1 | -6 | -7 | 4 | x

entry | SIRT5 inh | Casp6 inh | LGR2 inh
37 | 2 | 11 | 1
38 | -1 | x | -20
39 | x | 0 | 7
40 | -2 | -2 | 7
41 | -1 | -4 | -23
42 | x | 1 | -44
43 | -3 | 5 | 0
44 | x | -6 | 0
45 | 2 | 3 | -3
46 | -8 | -2 | 31
47 | -6 | 4 | 21
48 | -1 | 9 | -5

The list continues:
entry | Compound | DENV2 CPE rescue | PAX8 reporter | ARNT-TACC3 inh | EWS-Fli block
49 | CCc1nc2ccc(C(=O)NCc3ccccc3OC)cn2c1N(CC)Cc1cccc(Br)c1 | 3 | -6 | x | 48
50 | COc1ccccc1N1CCN(C(CNC(=O)c2ccco2)c2cccnc2)CC1 (stereo unspecified) | 4 | 14 | 1 | 9
51 | CC(=O)Nc1ccc(NS(=O)(=O)C(F)(F)F)cc1 | x | -5 | -1 | x
52 | CC(C)N1CC2(CC(c3ccccc3F)=NO2)CN1C(=O)c1ccc(C(C)(C)C)cc1 (stereo unspecified) | 1 | -60 | x | -74
53 | O=C(COc1ccc(Br)cc1F)N1CCN(c2ncccn2)CC1 | 1 | -8 | -5 | -23
54 | COc1ccc(C(=O)N2CCCC(CNC(=O)c3ccc(F)cc3)C2)cc1OC (stereo unspecified) | 4 | -1 | -2 | x
55 | COC(=O)c1ccc(CSc2ccc(S(=O)(=O)N3CCCCC3)cn2)cc1 | -3 | 0 | 0 | -1
56 | Cc1cccc2cc(CN(C(=S)NCC(C)C)C3CCCC3)c(=O)[nH]c12 | x | 38 | x | -1
57 | O=C(CSc1ncccn1)NC1CCS(=O)(=O)C1 (stereo unspecified) | 0 | -3 | -7 | x
58 | Cc1ccc(NC(=O)c2ccc3[nH]c(=O)c(=O)[nH]c3c2)nc1 | 4 | 8 | -1 | x
59 | Cc1nn(C)c(Cl)c1CN1CCCC(CCC(=O)NCc2ccccc2F)C1 (stereo unspecified) | 0 | 3 | -2 | -1
60 | Cc1ccc(/C(N)=N/OC(=O)CCC2CCCC2)cc1 | 1 | -2 | -2 | -68
61 | CC1Cn2c(COc3ccccc3)nnc2S1 (stereo unspecified) | -6 | -10 | -6 | 1

entry | SIRT5 inh | Casp6 inh | LGR2 inh
49 | 12 | 16 | 6
50 | -4 | -4 | 11
51 | -2 | 2 | -10
52 | -4 | 0 | -18
53 | 1 | 1 | -6
54 | -7 | -2 | 13
55 | -3 | -2 | 8
56 | -1 | 3 | 13
57 | -6 | 2 | -1
58 | -1 | 2 | -14
59 | 2 | 2 | 14
60 | x | 2 | -64
61 | x | -2 | 6
